Bioassay records deposited in PubChem by Broad Institute.
C diff HTS: blocks growth of Clostridium difficile. Clostridium difficile clinical isolate growth, OD600, 24 h; stronger effect = lower value. growth activity, negative = inhibition, % at 16 µg/mL (by protocol). hit rate 0.25% among 86,000;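 active means mean growth activity at or below -80% and every replicate also at or below -80%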;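 further: 0% = DMSO wells and -100% = levofloxacin 16 µg/mL wells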
Active calls of the source: *. Only part of the results is shown; the hit share may differ from the screen's.

Start of the listing, in advance, two compounds:
SMILES | C diff HTS
CCCC[C@]12CCCC(=O)N1CCc1c2[nH]c2ccccc12 | 15
O=C(Cn1cc(CN2C(=O)COC[C@H]2c2ccccc2)nn1)Nc1nccs1 | -16

Results, previewed entries included:
SMILES | C diff HTS
CCCC[C@]12CCCC(=O)N1CCc1c2[nH]c2ccccc12 | 15
O=C(Cn1cc(CN2C(=O)COC[C@H]2c2ccccc2)nn1)Nc1nccs1 | -16
C=C[C@@H](COC(C)=O)N(Cc1ccccc1[N+](=O)[O-])S(=O)(=O)c1ccc(Br)cc1 | -2
COCCOC(=O)N1C(=O)[C@@]2(c3cc(C#CCCO)ccc31)[C@H](C(=O)N1CCN(c3ncccn3)CC1)[C@H]1C(=O)O[C@H](c3ccccc3)[C@H](c3ccccc3)N1[C@@H]2c1ccccc1OCCO | -2
CCO[C@@H]1OC(C(=O)N2CCN(Cc3ccc4c(c3)OCO4)CC2)=C[C@H](C2CCCCC2)[C@H]1CCCO | 13
O=S(=O)(c1ccc2ccccc2c1)N1CCN(Cc2ccc(OCCO)cc2)CC1 | 2
CC(=O)OCO/N=[N+](\[O-])N1CCCC1 | -5
O=C(O)C1=C[C@@H](c2ccc3c(c2)OCO3)C[C@@H](OCCCCO)O1 | 3
O=C(C1=C[C@H](c2ccccc2)C[C@H](OCc2ccc(CO)cc2)O1)N1CCN(Cc2ccccc2)CC1 | 6
[N-]=[N+]=Nc1ccccc1C[C@@]1(C(=O)NCc2ccccc2)N=C(c2ccc(OCCCO)cc2)O[C@@H]1c1ccccc1 | 5
CCO[C@@H]1OC(C(=O)Nc2ccccc2)=C[C@H](c2ccc(Br)cc2)[C@H]1CCCO | 3
OC(CSc1ccccn1)CC(O)c1ccccc1 (configuration not stated) | -1
O=C(C1=C[C@@H](c2coc3ccccc3c2=O)C[C@@H](OCc2ccc(CO)cc2)O1)N1CCN(Cc2ccccc2)CC1 | 5
O=C(NCCN1CCOCC1)[C@@]1(Cc2ccccc2)COC(c2ccc(OCCCO)cc2)=N1 | 5
[N-]=[N+]=NCc1ccccc1C[C@]1(C(=O)NCC(O)CO)COC(c2ccc(OCCCO)cc2)=N1 (some centres not stated) | -3
CC(=O)Nc1c(C#N)c(-c2ccccc2)c(C#N)c(=O)n1-c1ccc(C)cc1 | 7
CCO[C@@H]1OC(C(=O)N2CCOCC2)=C[C@H](c2ccc(Br)cc2)[C@H]1CCCO | -1
C=CCOC(=O)[C@@H]1[C@H]2C(=O)O[C@H](c3ccccc3)[C@H](c3ccccc3)N2[C@H](c2ccc(OCCOC(=O)[C@@H]3C[C@@H]4C(=O)NCC(=O)N4[C@@H]3c3ccc(O)cc3)cc2)[C@@]12C(=O)Nc1ccc(I)cc12 | 16
CC(C)(C)OC(=O)CC[C@@]12N=C(c3ccc(OCCCO)cc3)O[C@@H]1c1ccccc1CN(Cc1ccccc1)C2=O | 17
CCO[C@H]1OC(C(=O)NCc2ccccc2)=C[C@@H](C(C)(C)C)[C@@H]1CCCO | 10
COc1ccc(COCC23N=C4SCCCN4[C@H](c4ccccc4O2)[C@H]3CO)cc1 | 2
CCO[C@H]1OC(C(=O)N2CCN(Cc3ccc4c(c3)OCO4)CC2)=C[C@@H](c2ccc(C(F)(F)F)cc2)[C@@H]1CCCO | -1
O=C(N1CCOCC1)[C@]1(CCS(=O)(=O)c2ccccc2)N=C(c2ccc(OCCCO)cc2)O[C@@H]1c1ccccc1 | 5
CN1CCN(C(=O)C2=C[C@H](C3CC3)C[C@H](OCCCCO)O2)CC1 | -4
O=C(CS)NCCCCCCNC(=O)[C@@H]1C[C@@H]2C(=O)NCC(=O)N2[C@@H]1c1ccc(O)cc1 | -3
CN1CCN(C(=O)C2=C[C@@H](c3ccc4c(c3)OCO4)C[C@@H](OCCCCO)O2)CC1 | -4
CCO[C@H]1OC(C(=O)O)=C[C@@H](c2csc3ccccc23)[C@@H]1CCCO | 3
C#Cc1ccc([C@H]2C=C(C(=O)N3CCOCC3)O[C@@H](OCc3ccc(CO)cc3)C2)cc1 | 1
COc1cc2c(cc1OC)[C@@]13ON=C(c4ccc(OCCO)cc4)[C@@H]1CCN3CC2 | 5
C#CCNC(=O)C1=C[C@@H](c2ccc3c(c2)OCO3)[C@H](CCCO)[C@@H](OCC)O1 | 4
COC(=O)c1c(CC[C@@H](CO)NC(=O)N[C@@H](Cc2ccccc2)Cn2cc(C3(O)CCCC3)nn2)oc(C(=O)N2CCOCC2)c1C(=O)OC | -7
COC(=O)c1c(CC[C@@H](CO)NC(=O)N2CCC[C@H]2Cn2cc(C3(O)CCCCC3)nn2)oc(C(C)=O)c1C(=O)OC | -3
O=C(C1=C[C@@H](c2ccc3c(c2)OCO3)C[C@@H](OCCCCO)O1)N1CCOCC1 | -2
CCO[C@@H]1OC(C(=O)Nc2ccccc2)=C[C@H](C2CC2)[C@H]1CCCO | 8
CC(=O)Nc1cccc(NC(=O)c2ccccc2Cl)c1 | -5
COC(=O)c1cn(C[C@@H](Cc2ccccc2)NC(=O)Nc2ccccc2)nn1 | -10
CN(C)C(=O)C[C@@H]1CC[C@H](NC(=O)C2CC2)[C@@H](CO)O1 | 2
O=C(C1=C[C@@H](C2CCCCC2)C[C@@H](OCCCCO)O1)N1CCN(Cc2ccccc2)CC1 | 3
CC(=O)n1cc([C@H]2C=C(C(=O)N3CCN(Cc4ccc5c(c4)OCO5)CC3)O[C@@H](OCCCCO)C2)c2ccccc21 | 8
COC(=O)c1cn(-c2cccc(N)c2)nn1 | -13
COc1ccc(S(=O)(=O)N[C@@H]2CCCN(Cc3ccc(OCCO)cc3)C2)cc1 | -1
C=C[C@@H](C)[C@@H](OC(=O)Nc1ccc(OC)cc1)c1ccc(OCCO)cc1 | 1
CC(C)(C)[C@H]1C=C(C(=O)NCc2ccccc2)O[C@@H](OCCCCO)C1 | 2
COc1ccc(/C=C/C=O)cc1 | -2
COc1ccc2[nH]c3c(c2c1)CCN1C(=O)CC[C@H]31 | 1
O=S(=O)(NC1CCN(Cc2ccc(OCCO)cc2)CC1)c1cc(Cl)ccc1Cl | -1
COC(=O)[C@]1(CO)N=C(c2ccc(OCCCO)cc2)O[C@@H]1c1ccccc1CN=[N+]=[N-] | 6
C#CCNC(=O)C1=C[C@H](C2CC2)C[C@H](OCCCCO)O1 | -1
COCCOC(=O)N1C(=O)[C@@]2(c3cc(C#Cc4ccc(OC)cc4)ccc31)[C@H](C(=O)NC[C@H](O)c1ccccc1)[C@H]1C(=O)O[C@H](c3ccccc3)[C@H](c3ccccc3)N1[C@@H]2c1ccc(O)cc1 | -6
CCOC(=O)C1=CC[C@@H](c2ccccc2)[C@@H]1C(=O)c1ccc(OC)cc1 | -7

Looked up above.
`CCOC(=O)C1=CC[C@@H](c2ccccc2)[C@@H]1C(=O)c1ccc(OC)cc1` in C diff HTS shows -7
`COc1ccc(/C=C/C=O)cc1` in C diff HTS shows -2
`COC(=O)[C@]1(CO)N=C(c2ccc(OCCCO)cc2)O[C@@H]1c1ccccc1CN=[N+]=[N-]` in C diff HTS shows 6

More records.
SMILES | C diff HTS
CCOC(=O)OC[C@@H]1[C@@H]2NC(=O)N(C)[C@@]1(CO)Oc1ccccc12 | -6
CCC(CO)Oc1cc(NCc2ccccc2)c2ncn(C(C)C)c2c1 (configuration not stated) | -10
CC(C)(C)[C@H]1C=C(C(=O)N2CCCCCCC2)O[C@@H](OCc2ccc(CO)cc2)C1 | 5
COC(=O)/C(=C\Nc1ccc(Oc2ccccc2OC(C)C)nc1)NC(=O)c1ccccc1 | -10
COC(=O)C(CC#Cc1ccc2c(c1)[C@]1(C(=O)N2)[C@H](C(=O)N2CCN(c3ncccn3)CC2)[C@H]2C(=O)O[C@H](c3ccccc3)[C@H](c3ccccc3)N2[C@@H]1c1ccc(O)cc1)C(=O)OC | -4
CN1C(=O)[C@@H]2[C@@H](CC(COc3ccccc3)=C3[C@@H](c4ccccc4)OB(O)C[C@@H]32)C1=O | 10
CCO[C@@H]1OC(C(=O)N2CCN(C)CC2)=C[C@H](c2ccccc2)[C@H]1CCCO | -4
O=C(NC1CC1)C1=C[C@H](c2coc3ccccc3c2=O)C[C@H](OCc2ccc(CO)cc2)O1 | 0
COC1(C)CN(Cc2ccccc2Br)[C@H](/C=C/c2ccccc2)[C@H](Cc2ccccc2)O1 (some centres not stated) | -9
CC(=O)n1cc([C@@H]2C=C(C(=O)O)O[C@H](OCc3ccc(CO)cc3)C2)c2ccccc21 | 10
Cc1ccc(S[C@]2(C(=O)NC(C)C)CC(=O)N(C3CCCCC3)[C@@H]2c2ccc(CO)cc2I)cc1 | 1
O=C(Nc1ccccc1)C1=C[C@@H](C2CCCCC2)C[C@@H](OCc2ccc(CO)cc2)O1 | 13
O=C1C=CCCN1C(=O)/C=C/c1cccc(C(F)(F)F)c1 | 9
O=C(NCc1nc2ccccc2[nH]1)C1=C[C@H](C2CCCCC2)C[C@H](OCCCCO)O1 | -2
COc1ccc(COC[C@]23N=C4Sc5ccc([N+](=O)[O-])cc5C(=O)N4[C@H](c4ccccc4O2)[C@H]3CO[Si](C)(C)C(C)(C)C)cc1 | -8
CC(C)[C@@H]1C=C(C(=O)O)O[C@H](OCc2ccc(CO)cc2)C1 | 1
COc1ccc([Si](C)(C)[C@H]2[C@H](CCO)O[C@@]3(C(=O)N(Cc4cccc(N5CCCCC5=O)c4)c4ccccc43)[C@@H]2C)cc1 | -4
O=C(C1=C[C@@H](c2coc3ccccc3c2=O)C[C@@H](OCCCCO)O1)N1CCCCCCC1 | -7
COC(=O)C(CC#Cc1ccc2c(c1)[C@]1(C(=O)N2)[C@H](c2ccc(O)cc2)N2[C@H](c3ccccc3)[C@H](c3ccccc3)OC(=O)[C@H]2[C@@H]1C(=O)N1CCc2cc(OC)c(OC)cc2C1)C(=O)OC | -1
COc1cc2c(cc1OC)CN(C(=O)[C@H]1[C@@H]3C(=O)O[C@@H](c4ccccc4)[C@@H](c4ccccc4)N3[C@@H](c3ccccc3OCCO)[C@]13C(=O)Nc1ccc(C#CC4(O)CCCCCC4)cc13)CC2 | 5
C=CCOC(=O)[C@H]1[C@@H]2C(=O)O[C@@H](c3ccccc3)[C@@H](c3ccccc3)N2[C@@H](c2ccc(OCCOC(=O)[C@H]3C[C@H]4C(=O)N5CCC[C@H]5C(=O)N4[C@H]3c3cccc(OCCO)c3)cc2)[C@]12C(=O)Nc1ccccc12 | 1
COCCOC(=O)N1C(=O)[C@@]2(c3cc(C#CC4(O)CCCCCC4)ccc31)[C@H](C(=O)N1CCN(c3ncccn3)CC1)[C@H]1C(=O)O[C@H](c3ccccc3)[C@H](c3ccccc3)N1[C@@H]2c1ccccc1OCCO | 0
COC(=O)C(CC#Cc1ccc2c(c1)[C@]1(C(=O)N2)[C@H](c2ccc(OCCO)cc2)N2[C@H](c3ccccc3)[C@H](c3ccccc3)OC(=O)[C@H]2[C@@H]1C(=O)NC[C@H](O)c1ccccc1)C(=O)OC | -1
O=C(Nc1ccccc1)C1=C[C@@H](c2ccc3c(c2)OCO3)C[C@@H](OCCCCO)O1 | -11
O=C1c2ccccc2C(=O)N1CC1CCN(Cc2ccc(OCCO)cc2)CC1 | 3
O=C1O[C@@H](Cc2ccccc2)[C@H]2[C@@H]3C=CCCC=C3CN2C12CCCC2 | -2
CC(C)(C)OC(=O)CC[C@@]12N=C(c3ccc(OCCCO)cc3)O[C@@H]1c1ccccc1CN(C(=O)c1ccccc1)C2=O | 4
COC(=O)c1c(CC[C@@H](CO)NC(=O)N[C@H](Cn2cc(Cc3ccccc3)nn2)C(C)C)oc(C(C)=O)c1C(=O)OC | -2
COCCOC(=O)N1C(=O)[C@@]2(c3cc(C#CCCO)ccc31)[C@H](C(N)=O)[C@H]1C(=O)O[C@H](c3ccccc3)[C@H](c3ccccc3)N1[C@@H]2c1ccc(OCCO)cc1 | 4
O=C(NCc1nc2ccccc2[nH]1)C1=C[C@H](C2CCCCC2)C[C@H](OCc2ccc(CO)cc2)O1 | 3
NC(=O)NCCc1ccccc1 | 3
CN1CCN(C(=O)C2=C[C@H](c3coc4ccccc4c3=O)C[C@H](OCCCCO)O2)CC1 | -8
O=C(O)CCCCCCC(=O)Nc1ccc(C2OC(CSCCO)CC(c3ccccc3)O2)cc1 (configuration not stated) | -3
C=CCNC(=O)[C@H]1[C@@H]2C(=O)O[C@@H](c3ccccc3)[C@@H](c3ccccc3)N2[C@@H](c2ccc(OCCO)cc2)[C@]12C(=O)N(C(=O)OCCOC)c1ccc(C#Cc3ccc(OC)cc3)cc12 | 0
O=C1CSC(c2ccccc2)N1c1ccc(-c2ccccc2)cc1 (configuration not stated) | 1
CCCNC(=O)[C@@]1(Sc2ccc(C)cc2)CC(=O)N(C2CCCCC2)[C@@H]1c1ccc(CO)cc1I | -5
CC(C)NC(=O)Nc1ccc2c(c1)C(=O)N([C@H](C)CO)C[C@H](C)[C@@H](CN(C)Cc1ccc(C(F)(F)F)cc1)OCCCC[C@H](C)O2 | 6
COC(=O)CCCCCCC(=O)Nc1ccc(C=O)cc1 | -7
C=CC[C@]1(C(=O)N2CCOCC2)COC(c2ccc(OCCCO)cc2)=N1 | 10
O=C(NCc1nc2ccccc2[nH]1)C1=C[C@H](c2coc3ccccc3c2=O)C[C@H](OCc2ccc(CO)cc2)O1 | 3
O=C1OC[C@@H](c2ccccc2)n2cc(/C=C/c3ccccc3)cc21 | 11
CCO[C@H]1OC(C(=O)N2CCN(Cc3ccc4c(c3)OCO4)CC2)=C[C@@H](c2cn(C(C)=O)c3ccccc23)[C@@H]1CCCO | -1
CC[C@@H](C)[C@@H](CO[C@@H](Cc1ccccc1)C(=O)N[C@@H](CCS(C)(=O)=O)C(=O)OC(C)C)NCC(N)CS (some centres not stated) | -16

Part of the list above in order of molecular weight, rising:
SMILES | C diff HTS
COC(=O)CCCCCCC(=O)Nc1ccc(C=O)cc1 | -7
O=C1CSC(c2ccccc2)N1c1ccc(-c2ccccc2)cc1 (configuration not stated) | 1
O=C(O)CCCCCCC(=O)Nc1ccc(C2OC(CSCCO)CC(c3ccccc3)O2)cc1 (configuration not stated) | -3
CC[C@@H](C)[C@@H](CO[C@@H](Cc1ccccc1)C(=O)N[C@@H](CCS(C)(=O)=O)C(=O)OC(C)C)NCC(N)CS (some centres not stated) | -16
CCCNC(=O)[C@@]1(Sc2ccc(C)cc2)CC(=O)N(C2CCCCC2)[C@@H]1c1ccc(CO)cc1I | -5
C=CCNC(=O)[C@H]1[C@@H]2C(=O)O[C@@H](c3ccccc3)[C@@H](c3ccccc3)N2[C@@H](c2ccc(OCCO)cc2)[C@]12C(=O)N(C(=O)OCCOC)c1ccc(C#Cc3ccc(OC)cc3)cc12 | 0
